Assay outcomes from PubChem BioAssay.
MITF inh = MITF inhibitors, primary screen, biochemical, AlphaScreen, human; AlphaScreen MITF homodimerization, bead proximity signal; inhibition, % at 2.6 µM; 650,000 tested, 0.91% active; in the data active = inhibition above about 50%;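 note: 0% = vehicle wells with protein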
FBW7 activator = FBW7 E3 ligase activators, primary screen, biochemical, AlphaScreen, human | F-box/WD repeat-containing protein 7 (Homo sapiens), Q969H0 | 650,000 tested, 0.13% active | AlphaScreen FBW7–phospho-cyclin E peptide binding, activator screen | normalized activity (activation), % at 26.1 µM; in the data active = normalized activity above about 1.9%;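 note: purified mutant Fbw7 with reduced substrate affinity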
Target sequence (Q969H0 whole entry, looked up): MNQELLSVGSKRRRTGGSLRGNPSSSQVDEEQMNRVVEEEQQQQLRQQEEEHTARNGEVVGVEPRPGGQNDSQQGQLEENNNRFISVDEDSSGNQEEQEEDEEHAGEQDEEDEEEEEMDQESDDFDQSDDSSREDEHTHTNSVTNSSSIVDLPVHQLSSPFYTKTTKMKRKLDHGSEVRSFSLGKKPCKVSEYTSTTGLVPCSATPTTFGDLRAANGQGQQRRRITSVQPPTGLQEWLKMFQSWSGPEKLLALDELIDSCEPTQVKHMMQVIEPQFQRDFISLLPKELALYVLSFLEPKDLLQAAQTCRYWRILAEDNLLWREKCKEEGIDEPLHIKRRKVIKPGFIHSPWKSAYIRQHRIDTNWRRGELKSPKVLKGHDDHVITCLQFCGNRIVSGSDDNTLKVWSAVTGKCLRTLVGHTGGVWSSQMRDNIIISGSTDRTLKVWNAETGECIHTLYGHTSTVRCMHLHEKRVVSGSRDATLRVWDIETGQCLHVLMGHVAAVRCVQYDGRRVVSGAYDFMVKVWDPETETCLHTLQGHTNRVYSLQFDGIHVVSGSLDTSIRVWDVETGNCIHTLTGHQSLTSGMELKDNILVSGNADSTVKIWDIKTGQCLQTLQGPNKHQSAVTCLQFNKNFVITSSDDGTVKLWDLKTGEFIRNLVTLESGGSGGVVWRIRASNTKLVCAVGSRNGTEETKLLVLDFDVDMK
GPR151 activ = activators of human GPR151, primary screen, cell-based, PathHunter beta-arrestin, luminescence; G-protein coupled receptor 151 (Homo sapiens), Q8TDV0; PathHunter beta-arrestin GPR151 cells; activation, % at 11.2 µM; 650,000 tested, 1% active; in the data active = activation above about 4.9%;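 note: 0% = median of compound wells and 100% = cells with positive control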
TEAD-YAP block = TEAD-YAP interaction inhibition, primary screen, TEAD-YAP interaction inhibitor project, luminescence, HEK-TIYL cells | TEAD-Gal4/YAP UAS-luciferase luminescence | inhibition, % at 9.12 µM | 640,000 tested, 1.4% active | AID 1259422, 2018; in the data active = inhibition above about 32%;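 note: 0% = median of test compound wells and 100% = reference inhibitor wells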
The depositor's hits bear a star; . = not tested or not shown; & = joins results of further samples. Some of the compounds tested; count on the stated rates, not on these rows.

Start of the listing, in advance (six entries):
SMILES | MITF inh | FBW7 activator | GPR151 activ | TEAD-YAP block
CC(=O)c1ccc(N2Cc3ccccc3CC2=N)cc1 | 8 | 0.1 | 1.0 | -10
CCOc1ccc(Cl)cc1/C=C/[N+](=O)[O-] | -17 | -0.1 | -0.3 | 13
CCC(C)N1CCN(Cc2cccc(Cl)c2)CC1 (stereo not drawn) | 27 | -0.1 | 0.8 | 3
CC(C)CC(NP(=O)(O)O[C@@H]1O[C@@H](C)[C@H](O)[C@@H](O)[C@H]1O)C(=O)NC(Cc1c[nH]c2ccccc12)C(=O)O (stereo partly drawn) | -2 | -0.2 | -0.9 | -4
CCSc1nc(NCC(C)C)c2cnn(CCN)c2n1 | 18 | 0.3 | -0.7 | 9
Cc1ccccc1CN1CCN(Cc2ccccc2[N+](=O)[O-])CC1 | 61* | -0.3 | 0.2 | -7

The list itself, from the start:
SMILES | MITF inh | FBW7 activator | GPR151 activ | TEAD-YAP block
CC(=O)c1ccc(N2Cc3ccccc3CC2=N)cc1 | 8 | 0.1 | 1.0 | -10
CCOc1ccc(Cl)cc1/C=C/[N+](=O)[O-] | -17 | -0.1 | -0.3 | 13
CCC(C)N1CCN(Cc2cccc(Cl)c2)CC1 (stereo not drawn) | 27 | -0.1 | 0.8 | 3
CC(C)CC(NP(=O)(O)O[C@@H]1O[C@@H](C)[C@H](O)[C@@H](O)[C@H]1O)C(=O)NC(Cc1c[nH]c2ccccc12)C(=O)O (stereo partly drawn) | -2 | -0.2 | -0.9 | -4
CCSc1nc(NCC(C)C)c2cnn(CCN)c2n1 | 18 | 0.3 | -0.7 | 9
Cc1ccccc1CN1CCN(Cc2ccccc2[N+](=O)[O-])CC1 | 61* | -0.3 | 0.2 | -7
CCOc1ccc(N2C(=O)NC(=O)/C(=C\c3cn(C(C)=O)c4ccccc34)C2=O)cc1 | 23 | 0.2 | -1.4 | 3
CN1CCN(C(=O)COc2cc(=O)n(C)c3ccccc23)CC1 | -1 | 0.0 | -0.8 | 1
CCOC(=O)c1c(C)n(C(C)C)c2ccc(OC(=O)c3ccccc3)cc12 | 10 | 0.2 | 0.9 | 2
Cc1nn(Cc2ccccc2)c(C)c1C=C1C(=O)NC(=O)NC1=O | 17 | 0.0 | -1.5 | -1
Nc1ccc(S(=O)(=O)N2CC3CC(C2)c2cccc(=O)n2C3)cc1 (stereo not drawn) | 12 | 0.8 | 1.2 | 3
CN1CCN(c2cc(N3CCCCC3)c(F)cc2[N+](=O)[O-])CC1 | 11 | -0.2 | 0.8 | 8
Nc1ccc2c(c1)Cc1ccccc1-2 | 13 | -0.1 | -1.1 | -44
O=c1[nH]c(N2CCNCC2)nc2c1CCCCC2 | 13 | 0.2 | -0.7 | -1
C[C@]12N[C@H](Cc3ccccc31)c1ccccc12 | 1&-4&-85&9 | -0.1&0.1&0.0&0.2 | 4.0&-0.3&0.8&3.1 | -9
Cc1ccc(N2C(=O)NC(=O)/C(=C\c3ccsc3)C2=O)cc1C | 4 | 0.8 | -1.1 | -4
O=c1[nH]c2ccccc2c(=O)n1-c1cccc(Cl)c1 | 8 | 0.0 | 0.6 | 5
O=C1NC(=O)C(=Cc2c(OCc3ccccc3F)ccc3ccccc23)C(=O)N1 | 25 | -1.1 | 3.9 | -27
CCOC(=O)CC1=C(C(=O)OCC)C2(C(=O)N(C)c3ccccc32)C(C(=O)OC)=C(N)O1 (stereo not drawn) | 2 | -0.3 | 0.5 | -1
COCCN(CCOC)P1(=O)C=C(c2ccccc2)SC(c2ccccc2)=C1 | -3 | 0.3 | 0.4 | 5
COC(=O)c1c(C)n(Cc2ccc(C(C)(C)C)cc2)c2c1cc(O)c1ccccc12 | 9 | 0.3 | -1.2 | -4
Cc1nc2cc(C(F)(F)F)ccc2n1C1CCN(Cc2nnnn2C(C)(C)C)CC1 | 14 | 0.1 | -1.0 | 0
CCOc1c(CNCCc2ccccc2F)cccc1OC | 7 | 0.1 | 0.3 | -3
CC(=O)C1=C(C)OC(N)=C(C#N)C12C(=O)Nc1ccc(Cl)cc12 (stereo not drawn) | -1 | 0.0 | 0.5 | -4

Reprinted at random: 6 entries already listed, in no set order.
SMILES | MITF inh | FBW7 activator | GPR151 activ | TEAD-YAP block
O=c1[nH]c2ccccc2c(=O)n1-c1cccc(Cl)c1 | 8 | 0.0 | 0.6 | 5
Cc1nc2cc(C(F)(F)F)ccc2n1C1CCN(Cc2nnnn2C(C)(C)C)CC1 | 14 | 0.1 | -1.0 | 0
Nc1ccc2c(c1)Cc1ccccc1-2 | 13 | -0.1 | -1.1 | -44
COC(=O)c1c(C)n(Cc2ccc(C(C)(C)C)cc2)c2c1cc(O)c1ccccc12 | 9 | 0.3 | -1.2 | -4
CCOC(=O)CC1=C(C(=O)OCC)C2(C(=O)N(C)c3ccccc32)C(C(=O)OC)=C(N)O1 (stereo not drawn) | 2 | -0.3 | 0.5 | -1
CCOc1c(CNCCc2ccccc2F)cccc1OC | 7 | 0.1 | 0.3 | -3

Going on with the list:
SMILES | MITF inh | FBW7 activator | GPR151 activ | TEAD-YAP block
CC(=O)C1C(=O)NC2(C)CC1c1ccccc1O2 (stereo not drawn) | 9 | -0.1 | 0.6 | 0
CCN(CC)C(=O)c1cc([N+](=O)[O-])c(N(C)C)cc1OC | 2 | -0.2 | 2.9 | 11
c1nc2c([nH]1)CCNC2c1ccc2c(c1)OCO2 (stereo not drawn) | 2 | 0.0 | -1.0 | 0
C[C@H](Cc1ccc(OCC(=O)O)cc1)NC[C@H](O)c1cccc(Cl)c1 | -14 | -0.1 | -0.1 | .
CC1CC(C)CN(C(=O)CN2C3CCC2CC(O)(c2nccn2C)C3)C1 (stereo not drawn) | -2 | -0.2 | -0.4 | -7
CN(C)c1ccc2c(c1)N1Cc3ccccc3C1=NP2(=S)N1CCCCC1 (stereo not drawn) | 17 | -0.1 | -0.8 | -11
CCN(CC)CCOC(=O)c1cc2cc(COC)ccc2o1 | -2 | 0.1 | 1.3 | -1
Cc1ccc(C(=O)Nc2ccccc2)cc1S(=O)(=O)N1CCCC1 | 26 | 1.4 | 0.2 | -23
C[C@@H]1NC(=O)[C@H]2CN(Cc3cccc4cccnc34)CCN2C1=O | 16 | 0.2 | 0.3 | -2
Cc1cc(C)cc(-n2c(/C=C/c3ccccc3)nc3ccccc3c2=O)c1 | 15 | -0.1 | -0.2 | -8
CCOC(=O)c1ccc(N2C(=O)CC(N3CCC(C#N)(c4ccccc4)CC3)C2=O)cc1 (stereo not drawn) | -8 | -0.3 | -1.3 | -12
CCOC(=O)C1C2NC(=S)N(c3cccc(F)c3)C1(C)Oc1c(OC)cccc12 (stereo not drawn) | 25 | 0.0 | -1.2 | -15
CCOC(=O)c1c(C)n(Cc2ccccc2)c2cc(Br)c(OC(C)=O)cc12 | 5 | 0.7 | -0.5 | -3
Cc1ccc(-n2nc(C)c(C=C3C(=O)NC(=O)NC3=O)c2C)cc1 | 6 | -0.1 | -1.6 | -24
O=C(CCCCCN1C(=O)c2ccccc2C1=O)Nc1ccc(Cl)cc1C(=O)c1ccccc1 | 6 | 0.0 | -0.4 | 5
COc1cc(Cl)c2nonc2c1[N+](=O)[O-] | -19 | -0.6 | -0.3 | -9
CC(C)N1CCN(Cc2cccn2C)CC1 | 49 | -0.1 | 0.0 | 2
CN(C)P(=O)(C(Cl)=C(N1CCCCC1)N1CCCCC1)N(C)C | 9 | 0.1 | -0.7 | -2
CC(=O)C1=C(C)OC(N)=C(C(=O)OCc2ccccc2)C12C(=O)Nc1ccccc12 (stereo not drawn) | -1 | -0.1 | -0.7 | 1
FC(F)(F)C1(C(F)(F)F)NC2C(Cl)CC1C2Br (stereo not drawn) | 3 | -0.1 | 0.1 | 2
O=C(O)c1ccc(N=Cc2c(O)[nH]c(=O)[nH]c2=O)cc1 | -5 | -0.8 | 4.5 | 4
Cc1nn(Cc2ccccc2)c(C)c1C(=O)NCc1ccccc1F | -8 | -0.1 | 0.0 | -11
Cc1ccc(/C=C2/C(=O)NC(=O)N(c3ccc(Cl)cc3)C2=O)s1 | 11 | 0.1 | -0.5 | -7
COc1ccc(CCN(C)C2CCCN(C(=O)Cc3nonc3C)C2)cc1OC (stereo not drawn) | 15 | 0.1 | 0.0 | -2
O=C(c1ccc2c(Cl)c3c(nc2c1)CCCC3)N1CCC2(CC1)OCCO2 | 4 | 0.5 | 0.6 | -2
CCSc1ccccc1[N+]1=C(C)CCCC1 | -2 | 0.6 | -1.3 | -1
CS(=O)(=O)c1cc([N+](=O)[O-])c(N)c([N+](=O)[O-])c1 | 4 | 0.7 | -0.9 | 14
COc1ccc(CCNCc2ccc(OC)cc2OC)cc1 | 29 | 0.0 | 0.0 | -1
N#Cc1ccc(NC(=O)COC(=O)c2ccc(S(=O)(=O)N3CCCC3)cc2)cc1Cl | -1 | 0.2 | -1.1 | 5
O=c1c2ccccc2nc(/C=C/c2cccc3ccccc23)n1-c1ccccc1F | -9 | 0.2 | -2.0 | 0
CNC(C)c1ccc2c(c1)OCCO2 (stereo not drawn) | -3 | 0.1 | 1.2 | -2
COc1ccccc1C(c1c(O)c2ccccc2oc1=O)c1c(O)c2ccccc2oc1=O | -9 | 0.0 | -2.1 | -3
CC(C)CN1CCN(Cc2ccc(F)c(F)c2)C(CCO)C1 (stereo not drawn) | -2 | -0.2 | -0.9 | 3
COc1ccc(-c2noc(CC(=O)N3CCN(Cc4ccccc4)CC3)n2)cc1 | -3 | -0.1 | -1.5 | 12
COC(=O)CN1C(=O)C2(C(C#N)=C(N)OC(C)=C2C(=O)OC)c2ccccc21 (stereo not drawn) | 5 | 0.1 | -0.3 | 13
COc1cc([N+](=O)[O-])c(Cl)cc1NC(=O)c1cccc(I)c1 | 17 | 0.2 | -2.6 | 5
Cc1ccc(S(=O)(=O)N2CCCCC2)cc1C(=O)Oc1cccc2cccnc12 | 8 | -0.1 | 0.5 | 6
Fc1ccc2c(c1)[C@@H]1C=CC[C@@H]1[C@H](c1cccnc1)N2 | 16 | -0.4 | 0.3 | 1
O=C(NC(=O)C(Cl)(Cl)Cl)NC1CCCC1 | -8 | 0.1 | 0.6 | 4
O=C(Cc1ccccc1)N1CCN(Cc2cccc(F)c2)CC1 | 54* | -0.1 | 0.6 | 3
CC(C)=CCCC1(C)C=Cc2c(O)c3c(c(CC=C(C)C)c2O1)OC12C(CC4CC1C(C)(C)OC2(C/C=C(/C)C(=O)O)C4O)C3=O (stereo not drawn) | 0 | 0.1 | -0.3 | 6
CCCC1=C(C(=O)OCC)C2(C(=O)Nc3ccccc32)C(C(=O)OCCOC)=C(N)O1 (stereo not drawn) | 4 | -0.2 | -0.9 | 6
Cc1ccc(-n2c(/C=C/c3cc(Br)cs3)nc3ccccc3c2=O)cc1C | 6 | -0.3 | -0.8 | 3
O=C(C(=O)N1CCC2(CC1)OCCO2)c1c[nH]c2ccccc12 | 3 | -0.1 | -0.2 | -1
CCc1cc2nc(C)cc(-c3ccccc3)[n+]2o1 | -2 | -0.1 | 1.7 | 5
Cc1cc(/C=C2/C(=O)NC(=O)N(C)C2=O)c(C)n1-c1ccccc1 | 11 | 0.0 | 3.3 | 1
CC(=O)N1CCC2(CC1)OCc1cc(-c3cnc4ccccc4c3)ccc1O2 | 13 | -0.3 | 1.1 | -10
CC(C)(Br)C(=O)Nc1nccs1 | 2 | -0.4 | -0.7 | 2

Complete entries, quoted from the list. Screens in order: MITF inh | FBW7 activator | GPR151 activ | TEAD-YAP block
Entry for Cc1ccccc1CN1CCN(Cc2ccccc2[N+](=O)[O-])CC1 : 61* | -0.3 | 0.2 | -7
Entry for Cc1ccc(C(=O)Nc2ccccc2)cc1S(=O)(=O)N1CCCC1 : 26 | 1.4 | 0.2 | -23

Next entries.
SMILES | MITF inh | FBW7 activator | GPR151 activ | TEAD-YAP block
C[C@]12Cc3cn[nH]c3C[C@@H]1CC[C@@H]1[C@@H]2CC[C@@]2(C)[C@H]1CC[C@]2(C)O | 4&-4 | -0.1&-0.2 | 1.4&3.2 | -11
CC1(CBr)CSc2n1c1ccccc1[n+]2CC1CO1 (stereo not drawn) | -3 | 0.6 | -1.5 | 2
CCN(CC)c1ncnc2sc3c(c12)CCC(C#N)(c1ccccc1)C3 (stereo not drawn) | 2 | -0.2 | 1.3 | 8
N/C(=N\[N+](=O)[O-])Nc1ccc(NC(=O)c2ccccn2)cc1 | 8&-9 | 0.1&0.0 | -0.6&0.5 | -30&-35
CC12CCC(=O)C=C1CCC1C2CCC2(C)C1CCC2(O)CC#N (stereo not drawn) | 7 | 0.0 | -0.9 | -6
